HIV RNase H inh – HIV-1 RT RNase H inhibitors, primary screen, biochemical, fluorescence. Gag-Pol polyprotein (Human immunodeficiency virus type 1 group M subtype B (isolate …. RT-RNase H RNA/DNA duplex cleavage. inhibition, % at 10 µM. 65,000 tested, 1.9% active; in the data active means inhibition above about 50%
RmlCD inh mix – RmlC and RmlD coupled enzyme inhibitors, primary screen, biochemical, 384-well, compound mixtures, retest; 110,000 tested, 0.39% active; inhibition, % at 5.5 µM; RmlC/RmlD coupled enzyme inhibition, 384-well mixture HTS; in the data active means inhibition above about 30%, passing the limit was not always enough; inconclusive means no clear call, values can overlap the other calls; further: strong numbers were not always called active
* marks the source's active call; other numbers are inactive results; u = inconclusive; x = no result given.

smiles	HIV RNase H inh	RmlCD inh mix
COc1ccccc1C(=O)Nc1ccc(-c2nnc(SCC(=O)O)n2C)cc1	11	4
CNC(=S)NNC(=O)Cc1ccc(OC)c(OC)c1	x	7
Cc1ccc(NC(=O)COC(=O)C2CCC(=O)N2)c(S(=O)(=O)N2CCOCC2)c1 (centres undefined)	3	10
Cc1csc2nc3cc(C(N)=O)ccc3c(=O)n12	x	25
Cc1cn2nc(N)c3ccccc3c2n1	2	40
CCC(CC)C(=O)Nc1c(C)n(C)n(-c2ccccc2)c1=O	x	2
CCCCOC(=O)Nc1ccc(C)c(Cl)c1	x	1
O=C(Nc1ncnc2sc3c(c12)CCCCC3)c1ccccc1	x	30
O=C(NCC(=O)N(Cc1cccs1)C(C(=O)NC1CCCCC1)c1ccco1)c1ccco1 (centres undefined)	x	2
C=CCc1c(C)[nH]c2ccc(C)cc2c1=O	0	25
CCC1(c2ccccc2)NC(=O)N(CC(=O)Nc2cccc(C#N)c2)C1=O (centres undefined)	-5	-4
CCOC(=O)C1CCCN(C(=O)CSc2nccn2C)C1 (centres undefined)	5	-5
O=C(CSc1nnc(-c2cccnc2)n1Cc1ccccc1)N1CCOCC1	-3	-10
Cn1c(SCC(=O)Nc2cccc(O)c2)nnc1-c1ccc(S(=O)(=O)N2CCOCC2)cc1	1	3
CN(C(=O)c1ccc(=O)[nH]c1)C1(C(=O)NC2CCCCC2)CCCCC1	-1	-16
CCCCn1c(-c2csc3c2CCC(C)C3)n[nH]c1=S (centres undefined)	x	-12
COc1ccc(OCC(=O)Nc2ccccc2OC)cc1	-20	3
CC(=O)OCCN1C(=O)c2cccnc2C1=O	-4	-8
CC(C)C(NS(=O)(=O)c1ccc2c(c1)oc(=O)n2C)C(=O)N1CCN(C2CCCCC2)CC1 (centres undefined)	-5	7
O=C(CCN1CCN(c2ccccc2)CC1)Nc1cccc(Br)c1	x	14
O=C(CCc1ccccc1)Nc1nnc(-c2ccc3c(c2)CCCC3)o1	-6	-13
COc1cccc(Nc2nc(NCCO)c3ccccc3n2)c1	x	-9
CCOn1c(=O)c(-c2ccc(OC)cc2)[n+]([O-])c2ccccc21	-12	-12
NC(=O)c1sc2nc(-c3ccco3)ccc2c1N	x	3
CCOC(=O)N1CCN(CCC(=O)Nc2ccc(OC)cc2OC)CC1	x	-5
Cc1ccn2cc(CCNS(=O)(=O)c3ccc4c(c3)CCCC4)nc2c1	x	-14
O=C(Nc1ccccc1)c1cccc(N2C(=O)CCC2=O)c1	-5	0
CCOC(=O)CN(C(=O)CN1CCC(n2nnc3cc(C)ccc32)CC1)c1ccccc1	x	-11
Cc1ccc2nc3c(cc(C#N)c(=O)n3CCN3CCOCC3)c(=O)n2c1	-1	x
CC(C)CCn1nnnc1C(C(C)C)N1CCC(C(N)=O)CC1 (centres undefined)	x	22
Cc1ccc(S(=O)(=O)n2nc(OC(=O)c3ccco3)cc2N)cc1	-1	15
O=C1CC(N2CCOCC2)C(=O)N1CCN1C(=O)CC(N2CCOCC2)C1=O (centres undefined)	-3	5
Cc1cccc(NC(=S)N2CCC(C(=O)c3ccc(F)cc3)CC2)c1C	x	-10
O=C1c2cccnc2-c2ncccc21	-13	2
O=C(NCCOC(=O)c1ccc(Cl)cc1)c1cccnc1	x	-31
COc1ccc2c(c1)CCc1cc(C(=O)N3CCN(c4ccc(N5CCOCC5)nn4)CC3)sc1-2	-8	x
Cc1ccc(S(=O)(=O)NCCNC(=O)C2CCCNC2=O)cc1 (centres undefined)	3	8
CC(=O)Nc1c(O)nc(SCC(=O)Nc2sc3c(c2C#N)CCCCCC3)[nH]c1=O	x	18
CS(=O)(=O)N(CC(=O)NCCSC1CCCCC1)c1ccc2c(c1)OCO2	-11	8
Cc1ccc(S(=O)(=O)N2CCC(C(=O)N3CCC[C@H]3C(=O)NCc3ccccc3)CC2)cc1	-1	2
O=C(NCN1C(=O)C2C3C=CC(C3)C2C1=O)OC1CCCCC1 (centres undefined)	-5	-8
CC(C)N1CC23C=CC(O2)C(C(=O)OCc2ccccc2)C3C1=O (centres undefined)	1	9
c1ccc(-c2nc(N3CCNCC3)nc3ccccc23)cc1	x	-11
Cc1ccc(C(=O)N(c2ccccn2)C(C)c2ccco2)cc1 (centres undefined)	-2	23
Cc1ccc(-c2c3c(=O)n(C)c(=O)n(C)c3cn2Cc2ccccc2)cc1	x	-8
CCOC(=O)C1=C(N)OC2=C(C(=O)CCC2)C12C(=O)N1c3c(ccc(C)c32)C(C)=CC1(C)C (centres undefined)	7	2
O=C(NCC1CCCO1)c1cc(C(=O)C2CC2)c[nH]1 (centres undefined)	x	4
O=C(COC(=O)C1CCCCC1)Nc1ccc(N2CCCCC2)cc1	7	3
COc1cc(SC)ccc1C(=O)OC1CCOC1=O (centres undefined)	-4	-14
O=C(CSc1n[nH]c(-c2ccccc2)n1)c1ccc(O)c(O)c1	-10	5

Carrying on:
smiles	HIV RNase H inh	RmlCD inh mix
NS(=O)(=O)c1ccc(C(=O)O)cc1	-7	-6
COc1cc(C(=O)N2CCC(c3nc(-c4cccnc4)no3)CC2)cc(OC)c1OC	-3	-13
Cc1nc2ccc(S(=O)(=O)NCC(=O)NCc3ccc4c(c3)OCO4)cc2s1	-11	7
CCn1ncc(Br)c1C(=O)Nc1cc(C)ccc1F	1	7
CC(C)CCNC(=O)[C@H](CSCc1ccccc1)N1Cc2ccccc2C1=O	x	3
COc1ccccc1CN(C(=O)c1ccco1)C(C(=O)NC1CCCC1)c1ccncc1 (centres undefined)	-8	1
O=C(Nc1nc(-c2cccc([N+](=O)[O-])c2)cs1)C(c1ccccc1)c1ccccc1	x	-7
CC(=O)Oc1cccc(N2C(=O)C3C4C=CC(C4)C3C2=O)c1 (centres undefined)	-4	4
CCOc1cccc(OCC)c2c(C)[n+](CC3CCCO3)c(C)c1-2 (centres undefined)	x	4
O=C(NCc1cccs1)C1CCCN1C(=O)Nc1ccccc1 (centres undefined)	-13	-10
O=C(Cn1cnc2c(nnn2Cc2ccccc2)c1=O)N1CCCc2ccccc21	-8	x
O=S(c1ccc2ccccc2c1)c1cnns1 (centres undefined)	x	-4
Cc1cccc(NC(=O)Cn2c(C)c(C#N)c3ccccc32)c1C	72*	9
CCc1nc(NCCN2CCOCC2)c2oc3ccccc3c2n1	-12	25
N#Cc1c(NC(=O)CSc2nnc(-c3ccncc3)n2CC2CCCO2)sc2c1CCCC2 (centres undefined)	-11	21
CC(=O)NC1C2CN3CCN(C2)CC1(Cc1ccccc1)C3 (centres undefined)	-5	x
Cc1nc(NC2=NCN(Cc3cccnc3)CN2)nc2c(C)cccc12	11	x
NC(=O)c1ccsc1NC(=O)COc1ccccc1	5	-10
CC(=O)N1C2CCCCC2S[C@H]2CCCCC21 (some centres undefined)	-5	16
COc1ccccc1NC(=O)N1CCCC1C(=O)NCc1ccc2c(c1)OCO2 (centres undefined)	x	-4
CCO/C=N/c1c(C#N)c2c(c(=S)n1C)COC(C)(C)C2	-3	14
OCC(O)C(O)C(O)C(O)C1NCCS1 (centres undefined)	x	-11
CSc1nnc2c(n1)OC=Nc1ccccc1-2	-11	-8
Cn1c(=O)c2c(nc(CN3CCN(C(c4ccccc4)c4ccccc4)CC3)n2CC(N)=O)n(C)c1=O	x	8
Cc1cc(NS(=O)(=O)c2ccc(NC(=O)NC3CCCCC3)cc2)no1	3	4
COc1ccccc1NC(=O)c1ccc(N)cc1	-4	8
O=C(Nc1ccc(F)cc1)C1CCCCC1	0	-14
CCOC(=O)C1Nc2ccccc2C2C(O)C(O)CC12 (centres undefined)	x	8
CCC(=O)Nc1ccc2nc(SCC(=O)N3CCCC3)sc2c1	15	-7
CCNc1nc(NC(C)C)nc(OCCOC(=O)Nc2ccccc2)n1	x	-11
COc1cc(C(=O)Oc2cccc(C)c2)cc(OC)c1OC	x	10
COc1cccc(N2CCN(Cc3nc(N)nc(Nc4ccccc4)n3)CC2)c1	1	6
COC(=O)Cn1ncn2c(cc3oc(C)cc32)c1=O	4	2
Cc1cc(C)n2cc(CSCc3ccco3)nc2n1	-46	8
O=C(NCCO)c1ccc2nc(-c3ccco3)c(-c3ccco3)nc2c1	x	13
CCOc1ccc(OCc2ccc(C(=O)N3CCCC3)o2)cc1	-34	-10
COc1ccc(S(=O)(=O)Nc2ccc3c(c2)OCO3)cc1C	x	4
COc1ccc(-c2n[nH]c(C)c2-c2ccc(OC)c(OC)c2)c(O)c1	4	5
O=C(NCc1ccccc1)[C@]1(C(F)(F)F)C[C@H](CCc2ccccc2)CCCO1	x	6
Nc1c(S(=O)(=O)c2cccc(Cl)c2)c2nc3ccccc3nc2n1/N=C/c1ccc(O)c(O)c1	92*	-2
Cc1cc(Nc2ccccc2)nc2cc(O)ccc12	x	-11
Cn1nnnc1P(=O)(c1ccccc1)c1ccccc1	-1	-8
COc1ccc(CNC(=O)c2ccc(-c3ccccc3)cc2)cc1	x	38
Cc1cccc(-n2ncc3c(NCc4cccs4)ncnc32)c1	-12	-3
CCCCNS(=O)(=O)c1ccc(OC)cc1	x	5
O=[N+]([O-])c1ccc(N2CCCC2)cc1NCc1ccccc1	x	u
NCCc1c[nH]c2ccc(F)cc12	-10	5
CCCCCCS(=O)Cc1ccccc1 (centres undefined)	-2	2
O=C(c1cccs1)N1CCN(C(=O)c2ccco2)c2ccccc2C1	-48	-8
CCOC(OCC)P(=O)(c1ccccc1)c1ccccc1	-12	-7

Remaining list, next part.
smiles	HIV RNase H inh	RmlCD inh mix
N#CC1=C(N)Oc2c(ccc3cccnc23)C1c1cccnc1 (centres undefined)	-23	x
COc1cc(NS(=O)(=O)c2ccc(F)cc2)c(OC)cc1NC(C)=O	2	2
CN(C)C(=O)Oc1ccc2ccccc2c1Cl	x	-9
COc1ccc(C(=O)/C=C/c2ccccc2)c(OC)c1	x	-5
Cc1ccc(Cn2nnc3c(=O)n(CC(=O)OCc4ccccc4)cnc32)cc1	-4	16
Cc1cccc(C)c1NC(=O)C(c1ccccc1)N1CCN(C(=O)c2ccco2)CC1 (centres undefined)	1	x
CCCCN=Cc1c(O)n(-c2c(C)cc(C)cc2C)c(=O)[nH]c1=O	-8	0
CC(C)NC(=O)CN1C(=O)C(=O)c2ccccc21	x	-10
C=CCOc1ccccc1/C=C/C(=O)O	x	6
O=C(COc1ccc(S(=O)(=O)NC2CCCCC2)cc1)N1CCN(c2ccc(F)cc2)CC1	8	-2
CC(C)N(Cc1nc(-c2ccccc2)no1)C(=O)CN1C(=O)c2ccccc2C1=O	-3	-12
CCOC(=O)Cn1nnc(-c2cccc(OC)c2)n1	-12	-8
C=CCOc1ccc(CNn2cn[nH]c2=S)cc1OC	x	-15
CCc1c(C)nc(N)nc1OCC(F)(F)C(F)F	-7	-10
CC(C)CC1N=C2c3ccccc3N=C(SCc3cc(=O)n4ccccc4n3)N2C1=O (centres undefined)	-10	x
CCN1CCN(C(=O)CS(=O)Cc2nc(-c3ccc(OC)cc3)oc2C)CC1 (centres undefined)	1	10
COc1ccc2c(c1)c(=O)oc1cc(OCC(=O)N3CCc4ccccc4C3)ccc12	x	-130
O=C(NCc1cccs1)Nc1cccs1	-8	0
CCOC(=O)c1ccc(N2C(=O)CC(N3CCN(C/C=C/c4ccccc4)CC3)C2=O)cc1 (centres undefined)	4	-29
Cc1cc(=O)oc2cc(Oc3ccc([N+](=O)[O-])cc3C(F)(F)F)ccc12	x	9
CCN(CC)CCN=Cc1c(O)n(CCC2=CCCCC2)c(=O)[nH]c1=O	-20	3
Cc1ccc(S(=O)(=O)N2CCC(C(=O)NCCc3ccc(S(N)(=O)=O)cc3)CC2)cc1	x	-9
CN(C)S(=O)(=O)n1cnc2ccccc21	-33	7
O=C(CSc1nccn1Cc1ccccc1)NCc1ccccc1	x	-44
CCOC(=O)N1CCN(C(=O)C2CCN(S(=O)(=O)N3CCCC3)CC2)CC1	-13	-16
Cc1cccc(NC(=O)Nc2ccc(C)c(C)c2)n1	x	-14
CN(CCc1ccccn1)C(=O)Nc1ccc(Cl)cc1	x	-6
CCc1nnc(NC(=O)C2Cc3ccccc3CN2S(=O)(=O)c2c(C)c(C)cc(C)c2C)s1 (centres undefined)	x	5
COc1ccc(Oc2ncnc3c2ncn3Cc2ccccc2)cc1	-6	6
CC(=O)c1cccc(NC(=O)C(OC(=O)/C=C/c2ccc3c(c2)OCO3)c2ccccc2)c1 (centres undefined)	x	-18

Some of the compounds tested; the hit share may differ from the screen's.
